# D3 antag: blocks the human D3 dopamine receptor | max response, negative = inhibition, % | hit rate 2.5% among 360,000 | P35462 | D3R cells, DiscoveRx beta-arrestin luminescence, antagonist mode; hits give low values; in the data active = max response below about -50%; inconclusive = no clear call, values can overlap the other calls; also: % is scaled to controls: 0 for no effect and ±100 for the full control effect; mostly tested at two doses, the higher about 12 µM
#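 Cells plated overnight at 1500 cells/well, then exposed to library compounds with dopamine controls for 90 minutes at 37 degrees C. DiscoveRx reagent added for 30–60 minutes at room temperature; luminescence read, quantitative HTS format.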
# Abeta rescue: restores growth of yeast expressing A-beta42 peptide; yeast expressing A-beta42, growth rescue, OD600, 48 h; response scale: 0% DMSO, 100% iron-clioquinol control; Potency, µM (series often up to 46.1 µM), for the others: top-dose growth rescue, actives largely listed as activators; hit rate 0.063% among 410,000; also: potency is read from the fitted curve at half-maximal effect; nearly all actives have a fitted effect of over 55% in size
#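 Yeast growth medium received pinned compounds, then yeast cells expressing toxic A-beta were added; plates incubated at 30 C for 48 hr. Growth read as absorbance at 600 nm, normalized to DMSO and equimolar FeCl3 plus clioquinol controls.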
# EPAC2 ag: activates human EPAC2 exchange factor. Potency, µM (highest dose often 154 µM), for inactives: top-dose activation, most hits filed as activators. EPAC2 activation, biochemical qHTS; response scale: 100% = 6.5 mM cAMP response. hit rate 0.079% among 360,000. Q8WZA2. AID 720711; also: potency is read from the fitted curve at half-maximal effect; nearly all actives have a fitted effect of over 50% in size
# Target sequence (Q8WZA2 whole entry, looked up): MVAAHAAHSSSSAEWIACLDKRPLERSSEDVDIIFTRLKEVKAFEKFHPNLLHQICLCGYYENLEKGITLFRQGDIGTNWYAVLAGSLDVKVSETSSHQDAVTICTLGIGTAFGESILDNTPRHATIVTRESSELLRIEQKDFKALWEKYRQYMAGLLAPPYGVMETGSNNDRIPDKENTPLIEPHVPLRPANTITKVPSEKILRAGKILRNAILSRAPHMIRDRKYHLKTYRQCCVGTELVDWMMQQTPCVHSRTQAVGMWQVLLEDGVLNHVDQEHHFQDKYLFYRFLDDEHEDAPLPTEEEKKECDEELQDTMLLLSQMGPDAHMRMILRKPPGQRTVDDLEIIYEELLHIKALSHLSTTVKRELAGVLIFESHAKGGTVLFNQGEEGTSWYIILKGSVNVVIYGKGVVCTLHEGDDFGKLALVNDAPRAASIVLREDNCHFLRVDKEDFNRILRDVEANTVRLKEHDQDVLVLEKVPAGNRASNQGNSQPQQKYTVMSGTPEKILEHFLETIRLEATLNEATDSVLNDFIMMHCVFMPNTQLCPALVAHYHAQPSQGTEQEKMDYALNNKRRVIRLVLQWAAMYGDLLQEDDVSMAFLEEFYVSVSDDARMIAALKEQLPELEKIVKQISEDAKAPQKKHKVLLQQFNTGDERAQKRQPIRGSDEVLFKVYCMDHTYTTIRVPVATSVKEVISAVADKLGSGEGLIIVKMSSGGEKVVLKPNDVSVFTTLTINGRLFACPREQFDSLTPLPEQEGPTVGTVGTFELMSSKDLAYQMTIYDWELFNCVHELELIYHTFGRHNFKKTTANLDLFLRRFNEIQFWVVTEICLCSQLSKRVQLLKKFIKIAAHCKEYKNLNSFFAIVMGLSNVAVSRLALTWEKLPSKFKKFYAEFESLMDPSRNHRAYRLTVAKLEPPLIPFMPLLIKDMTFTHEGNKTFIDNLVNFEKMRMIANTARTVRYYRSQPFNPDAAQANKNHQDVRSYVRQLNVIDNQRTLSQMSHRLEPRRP
#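 Fluorescence exchange assay: 100 nM EPAC2 with 250 nM RAP1B-BODIPY-GDP and 50 uM GDP; compounds tested as a concentration-titration series (qHTS). Loss of Rap1-bound BODIPY-GDP fluorescence read at 480/540 nm; data normalized to 6.5 mM cAMP.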
# TDP43 rescue: rescues yeast growth from TDP-43 toxicity; Potency, µM (titrated, usually from 46.1 µM), without a hit: at the highest dose growth rescue (activation), actives largely listed as activators; TDP-43 expressing yeast growth rescue, BacTiter-Glo, 24 h; hit rate 1.8% among 410,000; also: potency is read from the fitted curve at half-maximal effect; % of control where 0% means no effect; nearly all actives have a fitted effect of over 50% in size
#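 Cell-based yeast growth screen: TDP-43 expression induced in galactose, inoculum OD600=0.02 after raffinose pregrowth to mid-log. Read-out BacTiter-Glo luminescence at 24 hr, 30 deg C; inhibition of toxicity seen as signal increase.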
# DRD3 agonist: agonists of human D3 dopamine receptor; D3R DiscoveRx beta-arrestin cells, luminescence, 90 min; max activation, %; hit rate 0.58% among 410,000; AID 652048; in the data active = max activation above about 30%; also: 0% is about no effect; mostly tested at two doses, the higher about 12 µM
#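 Agonist mode: compounds and dopamine controls were applied to plated cells for 90 min at 37 degrees C after an overnight attachment at 1500 cells/well. Luminescent read-out followed 30 - 60 minutes at room temperature with DiscoveRx detection reagent.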
# aSyn yeast inh: inhibitors of alpha-synuclein toxicity in yeast | Yeast expressing alpha-synuclein, growth rescue, BacTiter-Glo, 24 h | Potency, µM (highest dose often 46.1 µM), without a hit: at the top dose growth rescue (activation), hits mostly activators | hit rate 0.14% among 370,000; also: potency is read from the fitted curve at half-maximal effect; % of control where 0% means no effect; nearly all actives have a fitted effect of over 65% in size
#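 Rescue of yeast growth: cells expressing toxic alpha-synuclein, induced in galactose at OD600 0.02, incubated with compound 24 h at 30 C. ATP luminescence quantified growth; inhibitors of toxicity appear as activators.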
# EPAC2 antag: EPAC2 (human) antagonism | Q8WZA2 | EPAC2 GEF exchange of Rap1B-BODIPY-GDP, fluorescence | Potency, µM (highest dose often 114 µM), for the others: at the highest dose activity, negative = inhibition, usual class: inhibitors | hit rate 0.18% among 360,000; also: potency is read from the fitted curve at half-maximal effect; % is scaled to controls: 0 for no effect and ±100 for the full control effect; nearly all actives have a fitted effect of over 45% in size; many of its hits are not listed in these tables
# FUS yeast rescue: suppressors of FUS proteinopathy in yeast | S. cerevisiae FUS-expressing, growth rescue, OD600, 24 h | Potency, µM (top dose mostly 76.6 µM), without a hit: at the top dose growth rescue (activation), usual class: activators | hit rate 0.24% among 390,000 | AID 1347120;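 also: potency is read from the fitted curve at half-maximal effect; plate controls were DMSO vehicle for no effect and reference control for full effect; nearly all actives have a fitted effect of over 55% in size; some results filed as inactive show a strong effect at the top dose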
#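 Steps: raffinose overnight preculture; dilution to OD 0.005 in 2% galactose minimal medium; compound addition (concentration series); 24hr at 30C, 99% humidity; absorbance read at 600 nm.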
# Starred values were filed as active, the others as inactive; u = inconclusive; x = not tested or not shown; [ ] = another dose, or the depositor's remark. Unless noted, calls follow the shape of the dose curve; as a rule, active = well fitted curve in the direction sought with a large enough effect; inconclusive = small, poorly fitted or top-dose-only effect, or another doubt; inactive = no such curve, though single readings can be large; an effect the other way counts as inactive or inconclusive. Not all compounds are listed; rates above refer to the full screens.
No.	Structure	D3 antag	Abeta rescue	EPAC2 ag	TDP43 rescue
1	N#C/C(=C\c1ccc(-c2ccc(S(=O)(=O)N3CCOCC3)cc2)o1)C(=O)NC1CC1	32	-11%	9%	14%
2	CCOC(=O)N1CCC(N2CCN(S(=O)(=O)c3ccc(Cl)cc3)CC2)CC1	10	-19%	8%	-10%
3	CCOC(=O)c1ccccc1NC(=O)N1CCC(CN2CCCCC2)CC1	x	3%	x	3%
4	O=C(CCc1ccccc1F)N1CCN(c2ccccc2)CC1	-5	-3%	6%	5%
5	CCOCCn1c(CN2CCC(Cc3ccccc3)CC2)nc2c1c(=O)n(C)c(=O)n2C	-13	-14%	5%	-14%
6	CCOC(=O)C1=C(C)Nc2ccccc2N=C1NC(=O)c1oc2ccccc2c1COC	75	-8%	20%	11%
7	CCOC(=O)c1cn(CC)c2ccc(Br)cc2c1=O	12	10%	10%	-2%
8	CCCN(CC(=O)Nc1ccccc1C)C(=O)c1ccc(N2CCOCC2)c([N+](=O)[O-])c1	2	6%	4%	0%
9	COc1ccccc1C(CNC(=O)c1ccc(NS(=O)(=O)c2ccc(C(C)=O)cc2)cc1)N1CCCC1 (stereo not given)	-17	-20%	-3%	0%
10	Cc1ccc(C)c(N2CCN(C(=O)c3ccc(Cl)c(NC4=NC5CS(=O)(=O)CC5S4)c3)CC2)c1 (stereo not given)	1	7%	8%	-17%
11	O=C(N/N=C/c1cccnc1)c1cc(-c2ccc(Br)cc2)nc2ccccc12	28	4%	18%	-1%
12	COc1ccc(N2C(=O)CC(NNC(=O)c3ccc(Br)s3)C2=O)cc1 (stereo not given)	-4	-11%	-5%	-17%
13	N#CC1=C(N)Oc2c(oc(CO)cc2=O)C12C(=O)Nc1ccc(Cl)cc12 (stereo not given)	-13	3%	10%	-2%
14	CCCCN(C(=O)Nc1ccccc1)C1CCS(=O)(=O)C1 (stereo not given)	-3	10%	11%	11%
15	COc1ccc(CNc2ncnc3c2nc2n3CCCC2)cc1	x	1%	x	28%

No.	DRD3 agonist	aSyn yeast inh	EPAC2 antag	FUS yeast rescue
1	4	2%	16%	13%
2	-18	-5%	10%	11%
3	-11	x	x	-8%
4	-2	20%	-3%	-11%
5	-5	0%	1%	-4%
6	6	0%	-17%	x
7	15	-2%	9%	11%
8	-2	6%	13%	1%
9	-7	-10%	20%	5%
10	3	2%	-23%	u
11	1	0%	0%	37%
12	-4	-1%	5%	20%
13	-3	-1%	-1%	18%
14	1	-1%	-10%	-26%
15	-1	x	x	7%

# The list continues:
No.	Structure	D3 antag	Abeta rescue	EPAC2 ag	TDP43 rescue
16	Fc1cccc(CN2CCN(c3ncccn3)CC2)c1	u	-8%	-9%	6%
17	CCOc1ccccc1NC(=O)C1CCN(c2nc(-c3ccc(OC)cc3)no2)CC1	8	-2%	0%	4%
18	CCN(CC)CCN1C(=O)C(=O)/C(=C(/O)c2cccc(OC)c2)C1c1ccccn1 (stereo not given)	-20	-29%	6%	-11%
19	CC(=O)Nc1ccc(NS(=O)(=O)c2cc3c4c(c2)CC(=O)N4CCC3)cc1	x	-13%	x	-5%
20	Cc1cc(C)cc(OCC(=O)N(Cc2ccc(N(C)C)cc2)C2CCS(=O)(=O)C2)c1 (stereo not given)	1	20%	-3%	17%
21	CCOc1ccccc1CNc1ncnc2c1nc1n2CCCC1	x	7%	x	8%
22	O=C1CCCCc2cc(O)c(O)cc21	-2	-3%	1%	12%
23	CCOC(=O)c1cc2c(=O)n3ccccc3nc2n(CCCOC)c1=NC(=O)C(C)(C)Oc1ccc(Cl)cc1	x	-1%	x	20%
24	Cc1ccc(-n2c(-c3ccccc3)nnc2-c2cccs2)cc1	3	0%	-3%	-22%
25	COc1ccccc1-c1nnc(SCC(=O)NC2CCCCC2)n1N	19	13%	-1%	19%
26	O=c1[nH]c2ccc(NCc3ccc(-c4ccccc4)o3)cc2[nH]1	x	-21%	x	19%[9.22 µM]
27	O=C(COC(=O)c1ccco1)NCC1CCCO1 (stereo not given)	2	-12%	-5%	7%
28	CC(C)(C)OC(=O)N1CCCC(C(=O)CC#N)C1 (stereo not given)	12	6%	13%	-5%
29	COc1ccccc1CNC(=O)COC(=O)Cc1c(Cl)cccc1Cl	-2	9%	11%	27%
30	CC(=O)Nc1nc(-c2ccc3c(c2)CCO3)cs1	-14	3%	-4%	27%

No.	DRD3 agonist	aSyn yeast inh	EPAC2 antag	FUS yeast rescue
16	-4	-6%	3%	16%
17	5	-11%	2%	-24%
18	10	-8%	1%	23%
19	-12	x	x	u
20	9	4%	-4%	32%
21	-5	x	x	2%
22	52*	-6%	9%	-12%
23	3	x	x	21%
24	9	7%	5%	8%
25	2	15%	1%	4%
26	4	x	x	-14%
27	0	1%	-4%	-19%
28	-3	4%	-12%	u
29	9	1%	-8%	5%
30	-4	-1%	-2%	-6%

# (next part)
No.	Structure	D3 antag	Abeta rescue	EPAC2 ag	TDP43 rescue
31	[O-][N+](=Cc1ccccc1)c1ccc(Cl)cc1	4	-9%	0%	28%
32	COc1ccc(CCNC(=O)C23CCC(C)(C(=O)O2)C3(C)C)cc1OC (stereo not given)	-7	7%	-2%	8%
33	Cc1ccc(-c2nc3ccccc3s2)cc1S(=O)(=O)N1CCOCC1	-4	-11%	17%	-28%
34	O=C(CCN1C(=O)c2ccccc2C1=O)c1ccccc1	21	-10%	8%	0%
35	Cn1ccc2c(-c3ccc(C(=O)O)cc3)cc3c(c21)C1CCC3C1 (stereo not given)	-3	-24%	-2%	28µM*
36	CC(C)CCNC(=O)c1onc(CSc2nc3ccccc3[nH]2)c1C(=O)NCCC(C)C	-12	5%	-12%	13%
37	CN1CCN(c2ccccc2NC(=O)c2ccc(N3CCOCC3)c([N+](=O)[O-])c2)CC1	-15	8%	18%	6%
38	COc1cccc(NC(=O)N(CCCN2CCOCC2)C(C)c2cc3cccc(OC)c3o2)c1 (stereo not given)	u	8%	7%	-8%
39	CC(OC(=O)C1CCN(S(=O)(=O)c2ccc3c(c2)OCCO3)CC1)C(=O)N(C)c1ccccc1 (stereo not given)	-1	-1%	-5%	7%
40	C#CCNC(=O)C1=C[C@H](c2cn(C(C)=O)c3ccccc23)C[C@H](OCc2ccc(CO)cc2)O1	107	2%	20%	17%
41	Cc1nn(C2CCS(=O)(=O)C2)c(Cl)c1/C=C/C(=O)OCC(=O)c1cc(C)n(-c2ccc(F)cc2)c1C (stereo not given)	-3	-8%	8%	7%
42	CCOc1ccccc1-n1c(SCC(=O)Nc2ccccc2C(=O)O)nc2ccccc2c1=O	120	5%	-3%	2%
43	Cc1ccccc1OCCOC(=O)c1c(-c2ccccc2)noc1C	9	0%	11%	-1%
44	C=CCSc1nccc(-c2nn(-c3ccc(C)cc3)ccc2=O)n1	u	0%	0%	18%
45	CN(C)S(=O)(=O)c1ccc(S(=O)(=O)N2CCCC(C(=O)NC3CCCC3)C2)cc1 (stereo not given)	-1	-19%	-1%	0%

No.	DRD3 agonist	aSyn yeast inh	EPAC2 antag	FUS yeast rescue
31	-3	-12%	3%	x
32	-6	-2%	13%	-24%
33	-16	-20%	14%	13%
34	-1	5%	-10%	-7%
35	2	-2%	-4%	7%
36	29	11%	-4%	1%
37	-1	-14%	-1%	26%
38	-14	-3%	3%	-7%
39	3	2%	3%	29%
40	20	9%	1%	u
41	2	2%	0%	u
42	22	-1%	-17%	20%
43	2	1%	-13%	20%
44	8	7%	-1%	x
45	-8	1%	30%	-12%

# Further entries follow:
No.	Structure	D3 antag	Abeta rescue	EPAC2 ag	TDP43 rescue
46	Cc1cccc(OCC(=O)OCC(=O)NCC2CCCO2)c1C (stereo not given)	20	-1%	0%	-7%
47	O=C(CCc1ccc(S(=O)(=O)NC2CCCCC2)cc1)Nc1ccccc1	-6	-1%	-8%	10%
48	Cc1ccc(OCC(O)CNC2CCCC2)cc1C (stereo not given)	-20	-3%	8%	1%
49	CC(C)(C)C(=O)NCCc1nc2ccccc2n1CC(=O)c1ccccc1	14	-3%	4%	10%
50	CC(=O)Nc1nc2ccc(Br)cc2s1	0	-5%	-2%	13µM*
51	CCOC(=O)[C@H]1[C@H]2COc3ccc(Cl)cc3[C@@H]2N2C(=O)[C@H](C)NC(=O)[C@@]12C	-2	-1%	1%	1%

No.	DRD3 agonist	aSyn yeast inh	EPAC2 antag	FUS yeast rescue
46	-1	0%	4%	-29%
47	1	7%	-3%	-19%
48	-20	u	6%	-17%
49	3	-6%	0%	-12%
50	-3	-18%	-3%	2%
51	5	5%	3%	-8%

# Part of the list above, in transposed form:
47: O=C(CCc1ccc(S(=O)(=O)NC2CCCCC2)cc1)Nc1ccccc1
49: CC(C)(C)C(=O)NCCc1nc2ccccc2n1CC(=O)c1ccccc1

Assay by compound	47	49
D3 antag	-6	14
Abeta rescue	-1%	-3%
EPAC2 ag	-8%	4%
TDP43 rescue	10%	10%
DRD3 agonist	1	3
aSyn yeast inh	7%	-6%
EPAC2 antag	-3%	0%
FUS yeast rescue	-19%	-12%

# Rewritten bar-delimited: part of the list above.
No. | Structure | D3 antag | Abeta rescue | EPAC2 ag | TDP43 rescue | DRD3 agonist | aSyn yeast inh | EPAC2 antag | FUS yeast rescue
47 | O=C(CCc1ccc(S(=O)(=O)NC2CCCCC2)cc1)Nc1ccccc1 | -6 | -1% | -8% | 10% | 1 | 7% | -3% | -19%
48 | Cc1ccc(OCC(O)CNC2CCCC2)cc1C (stereo not given) | -20 | -3% | 8% | 1% | -20 | u | 6% | -17%
51 | CCOC(=O)[C@H]1[C@H]2COc3ccc(Cl)cc3[C@@H]2N2C(=O)[C@H](C)NC(=O)[C@@]12C | -2 | -1% | 1% | 1% | 5 | 5% | 3% | -8%
50 | CC(=O)Nc1nc2ccc(Br)cc2s1 | 0 | -5% | -2% | 13µM* | -3 | -18% | -3% | 2%
49 | CC(C)(C)C(=O)NCCc1nc2ccccc2n1CC(=O)c1ccccc1 | 14 | -3% | 4% | 10% | 3 | -6% | 0% | -12%
46 | Cc1cccc(OCC(=O)OCC(=O)NCC2CCCO2)c1C (stereo not given) | 20 | -1% | 0% | -7% | -1 | 0% | 4% | -29%

# From PubChem
